# STAT1 inh: inhibitors of IFN-gamma induced STAT1 signaling; NIH 3T3 STAT1-luciferase reporter, luminescence; 0.35% of 200,000 active; AID 920; inhibition, % at 5.5 µM;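 active means inhibition above a set limit, the mean inhibition across all tested compounds plus 3 SD, cut at about 34% in these data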;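 further: 0% = IFN-gamma with DMSO and 100% = IFN-gamma with 300 µM nifuroxazide; values of inactives mirror those of a sister screen read the other way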
# G6PDH CS: counter-screen for G6PDH assay hits: L. mesenteroides G6PDH inhibition; AID 1020; inhibition, % at 5 µM; Purified L. mesenteroides G6PDH, diaphorase/resazurin coupled fluorescence, 45 min; 0.12% of 200,000 active; in the data active means inhibition above about 50%
# STAT1 activator: increases IFN-gamma driven STAT1 reporter signal | NIH 3T3 STAT1-luciferase reporter, luminescence; 100% = IFN-gamma alone, no compound | activation (% of control), % at 5.5 µM | 2.6% of 200,000 active;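 active means activation above the screen-wide mean activation plus 3 SD, cut at about 130% in these data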;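 further: raw ratio to IFN-gamma control signal so 100% means no change and 0% no light; values of inactives mirror those of a sister screen read the other way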
# Hsp70 act: Hsp70 transcriptional activation, primary screen; HeLa Hsp70 promoter luciferase reporter, luminescence; scaled: vehicle 0, proteasome-inhibitor control 100%; activation, % at 10 µM; 0.04% of 200,000 active;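 active means activation above the mean across all tested compounds plus 3 SD, cutoff set per campaign, cut at about 5.5% in these data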;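 further: 100% = MG132 at 30 µM as the positive control and 0% = DMSO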
# Diaphorase inh: diaphorase inhibition or chemical oxidation counter-screen; inhibition, % at 20 µM; diaphorase resazurin-to-resorufin fluorescence, NADH, 16 min; bacterial (C. kluyveri) enzyme, not human; 0.69% of 190,000 active;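 active means primary screen inhibition at 20 µM above a set limit, cut at about 50% in these data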;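 further: plate controls were DMSO with full reaction for no effect and wells lacking NADH for full effect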
#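 System: Diaphorase enzyme from Clostridium kluyveri | Amount: Enzyme working solution with 0.14 U/mL diaphorase | Benchmarks: No-NADH positive control and DMSO neutral control | Signal: Fluorescence of resorufin formed from resazurin, Ex 544/Em 590 nm | Schedule: 16-min room-temperature incubation before reading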
# TLR4 MyD88 comp: TLR4-MyD88 interaction inhibition in cells | inhibition, % at 8.4 µM | 0.18% of 200,000 active | AID 861 | HeLa CL3-4 TLR4/MyD88 BLA complementation, FRET ratio; in the data active means inhibition above about 25%;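 further: 0% = vehicle and 100% = reference inhibitor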
# Target sequence (O00206 whole entry, looked up): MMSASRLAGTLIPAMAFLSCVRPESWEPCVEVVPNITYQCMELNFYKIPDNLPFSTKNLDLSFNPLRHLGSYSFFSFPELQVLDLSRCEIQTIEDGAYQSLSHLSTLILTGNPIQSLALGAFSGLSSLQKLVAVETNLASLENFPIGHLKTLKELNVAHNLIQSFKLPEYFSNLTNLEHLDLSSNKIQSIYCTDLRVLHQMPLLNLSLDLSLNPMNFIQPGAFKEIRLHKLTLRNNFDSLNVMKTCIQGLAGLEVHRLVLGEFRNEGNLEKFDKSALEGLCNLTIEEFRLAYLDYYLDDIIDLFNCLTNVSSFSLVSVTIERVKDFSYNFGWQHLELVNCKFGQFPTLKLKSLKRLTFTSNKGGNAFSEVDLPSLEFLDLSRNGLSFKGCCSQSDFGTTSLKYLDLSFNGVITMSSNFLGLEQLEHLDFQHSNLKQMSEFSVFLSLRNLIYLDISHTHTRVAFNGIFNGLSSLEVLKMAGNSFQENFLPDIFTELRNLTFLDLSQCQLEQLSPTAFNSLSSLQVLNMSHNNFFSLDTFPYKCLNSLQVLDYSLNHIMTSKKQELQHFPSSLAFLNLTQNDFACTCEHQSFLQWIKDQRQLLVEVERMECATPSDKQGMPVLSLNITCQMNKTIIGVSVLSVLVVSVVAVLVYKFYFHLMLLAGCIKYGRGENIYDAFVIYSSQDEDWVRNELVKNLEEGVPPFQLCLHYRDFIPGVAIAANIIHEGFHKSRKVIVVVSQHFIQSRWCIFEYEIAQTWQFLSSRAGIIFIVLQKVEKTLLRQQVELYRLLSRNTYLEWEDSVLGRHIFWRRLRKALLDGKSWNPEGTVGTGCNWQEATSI
# Target sequence (Q99836 whole entry, looked up): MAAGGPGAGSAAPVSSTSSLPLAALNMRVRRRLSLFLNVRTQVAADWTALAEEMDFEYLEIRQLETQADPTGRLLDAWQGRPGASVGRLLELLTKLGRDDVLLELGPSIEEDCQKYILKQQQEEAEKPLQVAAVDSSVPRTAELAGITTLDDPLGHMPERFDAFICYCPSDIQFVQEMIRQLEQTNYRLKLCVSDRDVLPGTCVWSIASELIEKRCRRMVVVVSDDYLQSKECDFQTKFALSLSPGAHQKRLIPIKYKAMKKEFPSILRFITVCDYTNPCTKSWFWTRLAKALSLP
# APP transl inh: APP translation inhibition | 0.82% of 190,000 active | SH-SY5Y APP 5'UTR-luciferase reporter, luminescence | AID 1285 | inhibition, % at 2 µM;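 active means inhibition above a set limit, derived from the sample mean plus 3 SD, cut at about 45% in these data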; further: values of inactives mirror those of a sister screen read the other way
# STAT3 activator: STAT3 signaling activation; activation (% of control), % at 5.6 µM; AID 871; 0.91% of 190,000 active; U3A cells, IL-6 STAT3-luciferase reporter, luminescence; 100% = signal with IL-6 EC80 alone;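 active means activation above the screen-wide mean of compound activation plus 3 SD, cut at about 130% in these data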;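 further: 0% = background luminescence of wells with medium and substrate only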
#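 system = STAT3-luciferase reporter U3A cells | reagent = IL-6 stimulus at 33 ng/mL final | timing = 1 h compound pre-exposure, 6 h IL-6 stimulation, 37 °C | measured by = luminescence | evaluation = % activation versus median of IL-6-stimulated wells | control set = IL-6-only wells as 100% reference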
# STAT3 blocker: reduces IL-6 driven STAT3 reporter signal; U3A cells, IL-6 STAT3-luciferase reporter, luminescence; host cell line lacks STAT1; inhibition, % at 5.5 µM; 0.89% of 190,000 active; AID 862;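 active means inhibition above the mean inhibition across all screened compounds plus 3 SD, cut at about 44% in these data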;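 further: 0% = DMSO only wells and 100% = 100 µM nifuroxazide control wells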
# Diaphorase act: activates diaphorase or chemically reduces, flagging diaphorase assay artifacts | Diaphorase/resazurin coupled assay, resorufin fluorescence, 16 min; hits give high values; 1 = vehicle wells, 0 = NADH-free wells | activation factor at 20 µM | 0.005% of 190,000 active | AID 1229;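 active means diaphorase activity raised at least twofold by the compound at 20 µM; inactive means activation factor below 2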
#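 Test system: Clostridium kluyveri diaphorase, purified enzyme; input: enzyme 0.07 U/mL final; buffer or medium: 50 mM HEPES pH 7.4 with 4.542 mM MgCl2, 0.005% Tween 20; also added: 0.114 mM NADH and 0.1 mM resazurin, final amounts; schedule: 16 min enzyme reaction, ambient temperature; technique: fluorescence of resorufin, 544 nm excitation, 590 nm emission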
# The depositor's hits bear a star; x = not tested or not shown.
# Start of the data: the first five compounds, ahead of the listing:
# Second line of a record – STAT1 inh, G6PDH CS, STAT1 activator, Hsp70 act, Diaphorase inh, TLR4 MyD88 comp, APP transl inh, STAT3 activator, STAT3 blocker, Diaphorase act
COc1cccc(NS(=O)(=O)c2ccc3c(c2)n(C)c(=O)c(=O)n3C)c1
 : -1, -12, 101, -0.2, -2, 11, -9, 103, 2, 1
COC(=O)c1nn(-c2ccccc2)c(Sc2ccc(Br)cc2)c1/C=N/O
 : 4, 2, 97, -0.2, 16, 6, 3, 116, -7, 0.8
COc1ccc(OCc2n[nH]c(=S)n2-c2ccc(C)cc2)cc1
 : -7, 14, 105, -0.4, x, -5, 23, 96, 7, x
CCOC(=O)Cc1ccc(NC(=O)c2ccc(C(C)(C)C)cc2)cc1
 : 38*, 1, 67, -0.8, 26, 0, 71*, 20, 96*, 0.7
O=C(NCc1ccc2c(c1)OCO2)c1cc2c(s1)CSC2
 : 5, 7, 95, 0.2, 17, -6, 2, 100, 0, 0.8

# The list itself (from the top)
# Second line of a record – STAT1 inh, G6PDH CS, STAT1 activator, Hsp70 act, Diaphorase inh, TLR4 MyD88 comp, APP transl inh, STAT3 activator, STAT3 blocker, Diaphorase act
COc1cccc(NS(=O)(=O)c2ccc3c(c2)n(C)c(=O)c(=O)n3C)c1
 : -1, -12, 101, -0.2, -2, 11, -9, 103, 2, 1
COC(=O)c1nn(-c2ccccc2)c(Sc2ccc(Br)cc2)c1/C=N/O
 : 4, 2, 97, -0.2, 16, 6, 3, 116, -7, 0.8
COc1ccc(OCc2n[nH]c(=S)n2-c2ccc(C)cc2)cc1
 : -7, 14, 105, -0.4, x, -5, 23, 96, 7, x
CCOC(=O)Cc1ccc(NC(=O)c2ccc(C(C)(C)C)cc2)cc1
 : 38*, 1, 67, -0.8, 26, 0, 71*, 20, 96*, 0.7
O=C(NCc1ccc2c(c1)OCO2)c1cc2c(s1)CSC2
 : 5, 7, 95, 0.2, 17, -6, 2, 100, 0, 0.8
Cc1ccc2nc(SCC(=O)NNC(=O)c3ccccc3)[nH]c2c1
 : 8, 6, 93, -0.3, 21, 6, 3, 101, 1, 0.8
CC1=C(C#N)C(Nc2ccc(C)cn2)(C(F)(F)F)C(=O)N1 (centres undefined)
 : 2, 21, 99, 0.6, 2, 19, 7, 105, 1, 1
CC(=O)CCc1oc2ccc(C)cc2c1-c1ccc(C)o1
 : 1, 8, 97, -0.2, x, -3, -3, 104, -2, x
COc1ccc(C2NC(=S)NC(O)(C(F)(F)F)C2C(=O)c2cccs2)cc1 (centres undefined)
 : 1, 0, 99, -0.2, 5, 0, -6, 99, 1, 1
O=C(Nc1ccc(-c2ccc3nncn3n2)cc1)C1CCCC1
 : -11, 12, 110, -0.1, 9, 1, -4, 88, 20, 0.9
Cc1nc(C)n(C(=O)N(c2ccccc2)c2ccccc2)n1
 : 1, -13, 99, -0.2, 14, -5, -3, 103, 1, 0.9
O=C(Nc1ccc(N2CCN(C(=O)c3ccccc3)CC2)cc1)c1ccc([N+](=O)[O-])o1
 : -83, 11, 173*, 32*, 3, -4, 94*, 103, 1, 1
O=C(c1nn2c(C(F)(F)F)cc(-c3cccs3)nc2c1Br)N1CCCc2ccccc21
 : 15, 5, 87, 0.2, 13, 10, -12, 97, 6, 0.9
O=C(Cc1ccc(-n2c(=O)c3ccccc3n(Cc3ccccc3F)c2=O)cc1)NCC1CCCO1 (centres undefined)
 : 1, 13, 99, -0.4, 14, -3, -2, 96, 2, 0.9
S=C(N/N=C1\C2CN3CCN(C2)CC1(c1ccccc1)C3)Nc1ccccc1
 : 9, 11, 92, -0.2, 27, -17, -16, 96, 2, 0.7
CN(C)S(=O)(=O)c1ccc(Cl)c(NC(=O)COC(=O)CNC(=O)c2ccco2)c1
 : 2, 4, 97, -0.1, 16, 1, 1, 103, 3, 0.8
Cc1ccc(OCC(=O)c2cc(C)n(Cc3cccs3)c2C)c([N+](=O)[O-])n1
 : 43*, 11, 59, -0.6, 24, 10, -2, 60, 52*, 0.8
CN(C)S(=O)(=O)N1CCC(Oc2ccc(C(=O)NCc3cnn(C)c3)cc2)CC1
 : 8, 17, 91, -0.3, -16, -2, 4, 97, 11, 1.2
CCC(NC(=O)c1ccccc1Br)c1ccccc1 (centres undefined)
 : 4, 6, 94, -0.2, -2, 8, -18, 101, 5, 1
O=C(NNC1=NS(=O)(=O)c2ccccc21)C1CC(=O)N(c2ccccc2)C1 (centres undefined)
 : 3, 16, 96, -0.2, 13, 17, 27, 96, 6, 0.9
Cc1ccnc(NS(=O)(=O)c2ccccc2)n1
 : -5, -3, 104, 0.3, 11, -4, 6, 113, -15, 0.9
O=C(c1ccc2nc(N3CCOCC3)sc2c1)N1CCCC1
 : -4, -7, 101, -0.4, 13, 6, -15, 108, -10, 0.9
O=C(NCc1ccc(F)cc1)C(Cc1ccccc1)NS(=O)(=O)c1cccs1 (centres undefined)
 : 9, 12, 93, -0.4, 13, 1, -2, 105, -6, 0.9
COc1ccc(C(NC(=O)/C=C/c2ccco2)c2ccc(OC)cc2)cc1
 : -2, -12, 102, -0.3, 17, 7, -2, 107, -5, 0.8
C=CCn1c(SCC(=O)NC2CCS(=O)(=O)C2)nnc1-c1ccncc1 (centres undefined)
 : -4, 11, 103, -0.1, 6, -10, -3, 109, -9, 0.9
O=C1CC(N2CCC(Cc3ccccc3)CC2)C(=O)N1CCc1ccccc1 (centres undefined)
 : 11, 12, 90, -0.1, 11, 2, 5, 96, 10, 0.9
CC(=O)N(c1ccccc1)c1nnc(-c2cnc(C)cn2)s1
 : -32, 8, 127, 0.3, 10, 8, -137, 100, 4, 0.9
Cc1c(CCC(=O)O)c(=O)n2c([nH]c3ccccc32)c1C#N
 : -6, 7, 104, -0.5, 22, 7, x, 102, -3, 0.8
COC(=O)CSc1nnc(-c2ccccc2O)n1-c1ccc(C)cc1
 : 4, 20, 96, -0.5, 12, -9, 3, 94, 16, 0.9
CCOC(=O)/C(=N\Nc1ccccc1Cl)N1CCN(Cc2ccccc2)CC1
 : 0, -26, 100, -0.1, 15, 6, -15, 103, -4, 0.8

# Records listed so far marked active in Hsp70 act:
Compound	STAT1 inh	STAT1 activator	Hsp70 act	TLR4 MyD88 comp	APP transl inh	STAT3 activator	Diaphorase act
O=C(Nc1ccc(N2CCN(C(=O)c3ccccc3)CC2)cc1)c1ccc([N+](=O)[O-])o1	-83	173*	32*	-4	94*	103	1

# Continuation:
# Second line of a record – STAT1 inh, G6PDH CS, STAT1 activator, Hsp70 act, Diaphorase inh, TLR4 MyD88 comp, APP transl inh, STAT3 activator, STAT3 blocker, Diaphorase act
C=CCn1c(O)c(N=NC(=S)Nc2cccc(C)c2)c2ccccc21
 : 1, 8, 99, 0.3, 5, -12, 66*, 96, 12, 0.9
CCN(CC)S(=O)(=O)c1cccc(-c2nnc(SCC(=O)c3cc(C)n(C)c3C)o2)c1
 : -1, 1, 101, 0.1, 35, 3, 10, 87, 19, 0.7
CCOc1ccc(N(CC(=O)NCc2cccc(OC)c2)S(=O)(=O)c2c(C)noc2C)cc1
 : 2, -19, 98, 0.0, 18, -10, -20, 105, -2, 0.8
Cn1c(-n2c(-c3ccco3)nc3ccccc3c2=O)nc2ccccc21
 : -1, 2, 101, -0.3, -5, -1, 7, 110, -10, 1
COCCCn1c(SCc2cc(=O)[nH]c3ccccc23)nnc1-c1ccco1
 : -4, 6, 104, -0.1, 22, 5, -19, 108, -3, 0.8
O=C(c1cccc(-c2ccc(O)cc2)c1)N1CCOCC1
 : 0, 1, 100, 0.0, 11, -7, -8, 104, -6, 0.9
Cc1ccc(-c2nn(-c3ccccc3)cc2/C=N/NC(=O)CSc2nnc(C)n2-c2ccccc2)cc1
 : -15, 4, 113, -0.1, 26, -5, -54, 96, 10, 0.7
Cc1ccc(OCC(=O)N2CCC(N3CCCCCC3)CC2)cc1
 : -7, -21, 107, -0.6, -1, 4, -6, 102, 3, 1
O=C(CCc1nc2ccccc2c(=O)[nH]1)OCc1nnc(-c2ccccc2)o1
 : -4, 17, 103, 0.1, -10, 4, 8, 104, 1, 1.1
Cc1c(Cl)cccc1-n1c(SCC(=O)N2CCC(C(=O)O)CC2)nnc1-c1ccncc1
 : 1, -3, 98, -0.1, 11, -4, 5, 98, 3, 0.9
CCCCNC(=O)COC(=O)c1ccc(C)c(NC(=O)c2ccco2)c1
 : -4, 6, 103, 0.0, 14, 3, -16, 108, -1, 0.9
COCc1[nH][nH]c(=O)c1C=Nc1ccc(C(F)(F)F)cc1
 : -3, 5, 101, -0.4, 0, -7, 2, 89, 19, 1
CC(C)n1c(O)c(/C=C2\C=Nc3ccccc32)sc1=Nc1ccccc1
 : -9, -3, 108, -0.1, 13, 18, -10, 87, 21, 0.9
N#C/C(=C\c1ccc(Br)s1)C(=O)N1CCN(c2ccccc2)CC1
 : -9, 1, 108, -0.2, 18, -3, 1, 108, -7, 0.8
Cc1ccc(C)c(-n2c(SCC(=O)Nc3nonc3C)nnc2-c2ccoc2C)c1
 : -1, 10, 101, -0.5, 30, -8, -6, 95, 15, 0.7
COC(=O)C1=C(C)C(c2ccc(OC)cc2)NC(=S)N1 (centres undefined)
 : 9, 6, 92, 0.1, 11, -7, 8, 97, 11, 0.9
Cc1ccc2nc(SCc3nc4ccccc4c(=O)[nH]3)[nH]c2c1
 : -32, -3, 128, 0.0, 3, -7, -49, 98, 13, 1
C=CCn1c(SC(C)C(=O)NC2(C#N)CCCCC2)nnc1-c1ccc(OC)cc1 (centres undefined)
 : 8, -5, 93, -0.1, 18, -13, 11, 96, 4, 0.8
CN(C)c1ccc(NC(=O)CSc2nc(N)c(C(=O)Nc3ccc(N(C)C)cc3)s2)cc1
 : 5, 2, 95, -0.1, 19, -7, -38, 76, 30, 0.8
CCN(CC)c1ccc2cc(C(N)=O)c(=O)oc2c1
 : -36, 4, 133*, 0.0, 1, 3, -12, 109, -11, 1
COc1ccc(C(=O)NCc2ccccc2OC)cc1
 : 8, 2, 94, 0.2, -1, -2, -40, 96, 7, 1
CCN1CN(Cc2ccccc2)CNC1=S
 : -9, 9, 108, -0.4, 5, 6, -26, 101, -1, 1
CC(=O)N1C(=O)C(=C2C=C(C)OC(C)=C2)c2ccccc21
 : 3, 2, 98, 0.5, 12, -5, 12, 110, -6, 0.9
CC1(C)Cc2c(c(N3CCOCC3)nc3sc(C(=O)N4CCCCC4)c(N)c23)CO1
 : 5, 22, 97, -0.4, 31, -2, 6, 100, 0, 0.7
Cc1ccc(Cn2ccc(NC(=O)c3cc(-c4cccs4)on3)n2)cc1
 : -9, 0, 106, -0.4, 5, 9, -1, 89, 17, 0.9

# No enrichment for hits; 6.1% or so of the library scored in one or more.
